# High-throughput results (PubChem BioAssay)
# human PMI inhibitors = human PMI inhibitors, high substrate, primary screen, biochemical, fluorescence intensity, high mannose 6-phosphate (AID 1220) | Mannose-6-phosphate isomerase (Homo sapiens) | recombinant PMI enzyme, coupled fluorescence intensity; higher % means a stronger effect | inhibition, % at 20 µM; hits with a dose series show IC50 in µM | 0.66% of 190,000 active
# XIAP displacement = XIAP antagonists, biochemical, IAP family, fluorescence polarization (AID 1018); E3 ubiquitin-protein ligase XIAP (Homo sapiens); 0.007% of 200,000 active; displacement, % at 20 µM, or IC50 in µM where a hit was titrated; XIAP BIR domain, fluorescence polarization peptide displacement; higher % means a stronger effect; in the data active = displacement above about 50%; also: a part of the inactive calls stands beside numbers as strong as those of hits
# UTI89 phage lysis = inhibition of K1F phage lysis, E. coli UTI89, bacterial capsule biogenesis inhibitors, alamar blue (AID 488966); E. coli UTI89 K1F phage lysis, alamar blue, 2 h; higher % means a stronger effect; 0.02% of 340,000 active; one-dose inhibition, % at 100 µM; IC50 in µM for titrated hits;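 active = phage lysis inhibition, versus mean bacterial control, above a set limit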;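 also: capsule biogenesis inhibitors block K1F phage lysis so surviving cells raise fluorescence; higher fluorescence means more inhibition of phage lysis; actives were called in the ten point dose series up to 300 µM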
# Lipid droplet = inhibitors of hepatocyte lipid droplet formation, primary screen, imaging, high-throughput imaging, BODIPY stain | AML12 mouse hepatocytes, oleate lipid droplets | inhibition, % at 6.5 µM | 0.4% of 240,000 active | AID 1656, 2009;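 active = lipid droplet intensity inhibited by at least 50%, with more than 500 cells counted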
#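 Assay system: AML12 hepatocytes (mouse) / Also added: 100 µM oleic acid challenge / Times: overnight treatment with compound plus oleate / Detection: high-content imaging of BODIPY-stained droplets and DAPI nuclei / Evaluation: % inhibition of lipid droplet signal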
# Siah-1 displacement = Siah-1 peptide-binding antagonists, primary screen, biochemical, fluorescence polarization, rhodamine-plectin, uHTS (AID 1817) | 0.02% of 290,000 active | E3 ubiquitin-protein ligase SIAH1 (Homo sapiens) | displacement, % at 20 µM; hits with a dose series show IC50 in µM | Siah-1 / rhodamine-plectin peptide fluorescence polarization; higher % means a stronger effect;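 active = displacement of at least 50% at 20 µM, with a fluorescence ratio check between 0.3 and a set limit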;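 also: plate controls were Siah plus tracer with DMSO for no effect and tracer alone without Siah for full effect; strong numbers were not always called active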
# TNAP activation fold = human TNAP enzyme activators, primary screen, biochemical, luminescent, no phosphate acceptor, uHTS (AID 1001); activation fold at 20 µM; hits with a dose series show EC50 in µM; purified TNAP, luminescent activation assay, no phosphate acceptor; higher activation fold means a stronger effect; Alkaline phosphatase, tissue-nonspecific isozyme (Homo sapiens); 0.03% of 200,000 active; in the data active = activation fold from about 3, or a potency from the dose series; inactive = the rest, 99 in 100 with activation fold below about 1.6; also: many of its hits are not listed in these tables
# P. falciparum M1AAP = P. falciparum M1AAP inhibitors, biochemical, fluorogenic H-Leu-NHMec substrate, 1536-well (AID 1445); recombinant M1AAP, H-Leu-NHMec fluorogenic kinetic assay; higher % means a stronger effect; 0.42% of 220,000 active; Aminopeptidase N (Plasmodium falciparum (isolate 3D7)); inhibition, % at 30 µM; hits with a dose series show IC50 in µM;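 active = primary inhibition above the hit cutoff, then over 50% inhibition at one or more dose response concentrations, cut at about 23% in these data, passing the limit was not always enough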;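 also: plate controls were DMSO full reaction for no effect and no enzyme background for full effect; strong numbers were not always called active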
# P. falciparum M17LAP = P. falciparum M17LAP inhibitors, primary screen, biochemical, fluorogenic H-Leu-NHMec substrate, 1536-well (AID 1619); recombinant M17LAP, H-Leu-NHMec fluorogenic kinetic assay; higher % means a stronger effect; inhibition, % at 30 µM, or IC50 in µM where a hit was titrated; 0.38% of 220,000 active;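 active = compound inhibiting the enzyme by more than half at any dose during confirmatory dose-response retesting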;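 also: plate controls were full reaction with DMSO carrier for no effect and no enzyme background for full effect; strong numbers were not always called active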
# PMI inhibitors = inhibitors of human PMI, primary screen, biochemical, fluorescence intensity, coupled assay (AID 1209). purified PMI enzyme, coupled fluorescence intensity; higher % means a stronger effect. Mannose-6-phosphate isomerase (Homo sapiens). inhibition, % at 20 µM; hits with a dose series show IC50 in µM. 0.42% of 190,000 active;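 also: plate controls were DMSO vehicle for no effect and wells lacking substrate for full effect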
# Lipid droplet cells 6.5 µM = recorded beside Lipid droplet, whose call it bears; cell count; measured here: cell count, cytotoxicity flag;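 cells counted across two imaged fields per well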
# Active calls of the source: *; . = no result given; [ ] = remark or other dose. Rule as the data show it, unless noted: active = inhibition above about 50%; inactive = the rest.
# Sample of the layout:
SMILES,human PMI inhibitors,XIAP displacement,UTI89 phage lysis,Lipid droplet,Lipid droplet cells 6.5 µM,Siah-1 displacement,TNAP activation fold,P. falciparum M1AAP,P. falciparum M17LAP,PMI inhibitors
Cc1ccc(S(=O)(=O)N2CCN(C(=O)CCC(=O)N3CCc4ccccc43)CC2)cc1,-2%,-1.2%,-0.5%,.,.,3%,1.1,.,.,-7%
CN(C)/C=C/C1=CC(=O)CC(C)(C)C1,18%,-3.9%,-1.5%,-1,697,7%,1,4%,6%,5%

# This part in full, from the start:
SMILES,human PMI inhibitors,XIAP displacement,UTI89 phage lysis,Lipid droplet,Lipid droplet cells 6.5 µM,Siah-1 displacement,TNAP activation fold,P. falciparum M1AAP,P. falciparum M17LAP,PMI inhibitors
Cc1ccc(S(=O)(=O)N2CCN(C(=O)CCC(=O)N3CCc4ccccc43)CC2)cc1,-2%,-1.2%,-0.5%,.,.,3%,1.1,.,.,-7%
CN(C)/C=C/C1=CC(=O)CC(C)(C)C1,18%,-3.9%,-1.5%,-1,697,7%,1,4%,6%,5%
CCOc1ccc(C(C(=O)NC2CCCC2)N(CCCO)C(=O)c2ccc(-c3ccccc3)[nH]2)cc1 (stereo not given),16%,2.1%,-0.4%,3,668,4%,1.1,2%,1%,12%
O=C(COC(=O)c1cc2ccccc2o1)c1ccccc1,6%,-4.5%,3.6%[50 µM],12,808,0%,1,-7%,6%,9%
CC1CCC2(CC1)NC(=O)N(CC(=O)NC(=O)Nc1ccc3c(c1)OCCO3)C2=O (stereo not given),.,.,0.5%,-3,741,-5%,.,34%,2%,.
Cc1cc(S(=O)(=O)Nc2ccc3c(c2)COC3=O)ccc1F,9%,-2.9%,0.3%,-3,711,-9%,1.1,2%,6%,4%
Cc1ccccc1N(C(=O)Cn1nnc(-c2ccc(F)cc2)n1)C(C(=O)NC(C)(C)C)c1ccncc1 (stereo not given),2%,-12%,2.1%,1,683,-4%,1,-11%,-6%,8%
O=C(CN(Cc1ccccc1)C(=O)CCC(=O)Nc1ccccn1)NCc1ccco1,-1%,0.2%,0.2%,2,766,0%,1.1,6%,3%,7%
O=C(Cc1cccc2ccccc12)NNC(=O)Nc1cccc(Cl)c1,-2%,-3.1%,4.0%,.,.,3%,1,2%,8%,1%
COc1ccc(NC(=O)c2c3c(nc4ccccc24)CCC3)cc1,0%,-3.6%,0.6%,.,.,-4%,1,-2%,-3%,-7%
CSCCC(NC(=O)CCN1C(=O)c2ccccc2C1=O)C(=O)O (stereo not given),5%,1.3%,0.0%,5,679,0%,1.1,1%,3%,9%
COc1cccc(-c2ccc(C#N)c(OC(=O)c3c(Cl)cccc3Cl)n2)c1,9%,-5.6%,-0.2%,.,.,2%,1.1,5%,-15%,11%
O=C(N/N=C/c1ccc(Br)cc1)c1ccccc1-n1cccc1,6%,-1.3%,0.0%,.,.,6%,1.1,15%,-6%,6%
Cc1cc(C(=O)CSc2nnc(-c3ccccc3)n2-c2ccccc2)c(C)n1-c1ncn[nH]1,4%,-6.9%,-0.1%,.,.,6%,1.1,8%,3%,5%
C/C(CC(=O)Nc1ccc(Cl)cc1Cl)=N\NC(=O)c1ccncc1,.,.,-1.2%,-16,680,-3%,.,-9%,2%,.
O=C1CC(C(=O)Nc2cccc3ccccc23)C2(CCCC2)O1 (stereo not given),40%,-2.6%,0.0%,.,.,-3%,1,-7%,1%,15%
O=C(NCCCCC(NC(=O)c1ccc([N+](=O)[O-])cc1)C(=O)O)c1ccc([N+](=O)[O-])cc1 (stereo not given),-5%,-3.3%,-0.7%,9,767,3%,1.1,6%,11%,-3%
O=C(Nc1ccccc1)NC1(C(=O)N2CCN(c3ncccn3)CC2)CCCCC1,5%,-2.2%,1.5%,.,.,2%,1.3,-3%,-1%,0%
COC(=O)c1ccc(N/C=C\C(=O)c2ccc3c(c2)OCO3)cc1,4%,-12%,-0.8%,-4,739,3%,1.1,14%,23%,-8%
O=C(c1cccs1)N1CCC(C(=O)N2CCN(Cc3ccc4c(c3)OCO4)CC2)CC1,-7%,-4.3%,0.2%,0,713,1%,1.1,.,.,-2%
CC1=CC(=O)c2c(O)ccc(O)c2C1=O,-28%,10%,.,-1,716,84%,0.8,13%,22%,-49%
O=C(Nc1sc2c(c1C(=O)N1CCOCC1)CCCCC2)c1cccnc1,9%,-3.2%,-1.4%,20,703,6%,1.1,-9%,-21%,2%
CCCS(=O)(=O)c1c(S(=O)(=O)CCC)c2c(N)cccn2c1C(=O)OC,-3%,-5.0%,-1.3%,2,668,3%,1.1,5%,12%,-40%
CCN1CCc2nc(N)sc2C1,2%,-7.1%,0.2%,-2,718,5%,1.2,2%,11%,-3%
CCCCC(=O)Nc1nn(CC(C)C)c2nc3ccccc3cc12,-13%,-13%,0.9%,18,749,2%,1.1,8%,-6%,-3%
CCOC(=O)c1c(NC(=O)CSc2nnc(C)s2)sc2c1CCN(C)C2,-26%,-5.1%,0.0%,-3,701,3%,1.1,8%,4%,-1%
Cc1ccc(CNC(=O)C2CC(c3ccccc3F)=NO2)cc1 (stereo not given),.,.,2.6%,.,.,3%,.,4%,17%,.
COc1cc2c3nnc(-c4ccc(F)cc4)c-3cn(Cc3ccccc3F)c2cc1OC,-22%,-10%,0.1%,-9,663,9%,1.2,7%,1%,-16%
CCOC(=O)c1cnc(SCc2ccc(C(C)(C)C)cc2)nc1N,31%,-1.0%,0.2%,-1,759,6%,1,-2%,1%,13%
Oc1ccc(-c2n[nH]c(C(F)(F)F)c2-c2ccccc2)c(O)c1,17%,0.0%,.,-55,645,6%,1.1,0%,5%,14%
CCS(=O)(=O)N1CCC(C(=O)Nc2cc([N+](=O)[O-])ccc2C)CC1,.,.,0.5%,-8,694,8%,.,-1%,2%,.
O=C(CCNC(=O)c1ccco1)Nc1cccc(Br)c1,14%,-2.9%,-0.3%,-1,708,-5%,1.2,-1%,-5%,0%
COc1cccc(OC)c1C(=O)NCCSC1CCCCC1,5%,-2.6%,0.1%,-5,667,6%,1,-3%,-7%,12%
N#C/C(=C\c1c[nH]c2ccccc12)C(N)=O,.,.,-0.3%,10,696,2%,.,10%,-13%,.
Cc1cccnc1CN1CCN(C(=O)CCc2nnc(CCc3ccccc3)o2)CC1,0%,-6.2%,0.6%,-9,745,2%,1.1,.,.,2%
Cn1c(CN2CCCCC2)c(C#N)c2ccccc21,1%,0.3%,3.2%,.,.,2%,1.1,1%,14%,-10%
C/C(=N\NC(=O)c1ccc(NS(=O)(=O)c2cccs2)cc1)c1ccncc1,8%,-8.7%,0.1%,3,714,-4%,1,4%,21%,7%
CS(=O)(=O)n1nc(C(=O)N2CCOCC2)nc1N,-2%,-7.9%,0.5%[50 µM],-2,743,4%,1,4%,-13%,2%
CC(=O)C(=Cc1ccc(O)cc1)C(C)=O,.,.,-2.0%[50 µM],2,636,3%,.,7%,-4%,.
NC(=O)c1ccsc1NC(=O)C1CCCN1S(=O)(=O)c1ccc(Cl)cc1 (stereo not given),17%,-6.4%,0.2%,.,.,-2%,1.1,6%,-5%,20%

# 2 entries drawn at random from the list so far:
SMILES,human PMI inhibitors,XIAP displacement,UTI89 phage lysis,Lipid droplet,Lipid droplet cells 6.5 µM,Siah-1 displacement,TNAP activation fold,P. falciparum M1AAP,P. falciparum M17LAP,PMI inhibitors
CCN1CCc2nc(N)sc2C1,2%,-7.1%,0.2%,-2,718,5%,1.2,2%,11%,-3%
CCCCC(=O)Nc1nn(CC(C)C)c2nc3ccccc3cc12,-13%,-13%,0.9%,18,749,2%,1.1,8%,-6%,-3%

# Remaining list, next part:
SMILES,human PMI inhibitors,XIAP displacement,UTI89 phage lysis,Lipid droplet,Lipid droplet cells 6.5 µM,Siah-1 displacement,TNAP activation fold,P. falciparum M1AAP,P. falciparum M17LAP,PMI inhibitors
CCOC(=O)N1CCN(C(=O)CCN2C(=O)COc3ccc(C)cc32)CC1,-3%,-0.2%,-0.1%,-1,714,2%,1.1,-2%,-3%,-2%
Cc1cc(C)cc(NC(=O)CC2NCCNC2=O)c1 (stereo not given),10%,-12%,5.6%,10,777,0%,1,5%,1%,6%
CCOC(=O)c1c(N)nn(C(=O)c2ccccc2)c1-c1ccccc1,5%,-3.5%,-0.1%,17,736,14%,0.9,0%,-6%,9%
COC(=O)c1cn[nH]c1NC(=S)Nc1ccc(Cl)c(Cl)c1,11%,-6.9%,5.0%,17,859,3%,1,7%,5%,20%
CCCOc1cccc(C(=O)N(Cc2ccco2)C2CCS(=O)(=O)C2)c1 (stereo not given),-2%,-7.3%,0.2%,-4,760,4%,1.1,5%,-5%,-3%
COCCn1c(=S)[nH]c2cc(C(=O)N3CCc4ccccc4C3)ccc2c1=O,-15%,-6.6%,0.2%,-2,716,26%,1.1,2%,12%,-16%
O=C(c1ccc(N2CCCCC2)c([N+](=O)[O-])c1)N1CCOCC1,1%,0.1%,1.0%,.,.,4%,1.1,2%,7%,1%
Cc1cc(Cl)c(S(=O)(=O)N2CCCC2)cc1OCC(=O)NC1CCCCC1,-7%,-4.4%,-0.3%,3,754,0%,1,0%,3%,-6%
C=COCCNC(=O)Nc1ccc(Cl)c(Cl)c1,2%,1.7%,-0.1%,0,704,-7%,1.1,0%,6%,6%
COCCCNS(=O)(=O)c1ccc(OC)c(Cl)c1Cl,-2%,-3.6%,0.6%,18,764,6%,1.1,9%,-6%,6%
Cc1ccc(OCc2nnc(SCc3ccc(C#N)cc3)n2-c2ccc(C)cc2)cc1,13%,-4.6%,1.9%,-26,778,1%,1,5%,1%,20%
Cc1c(C(C)C)c(=O)n(-c2ccc(S(=O)(=O)NC3CCCCC3)cc2)n1C,-7%,0.0%,.,2,636,6%,1.1,-2%,-6%,-10%
COC(=O)c1cc(C(=O)Nc2nnc(CC(C)(C)C)s2)cc([N+](=O)[O-])c1,-10%,-2.4%,4.6%,-7,683,5%,1.2,4%,19%,2%
Cc1cc(Cl)ccc1OCC(=O)N1CCN(c2ncccn2)CC1,-2%,-3.7%,-0.2%,5,666,3%,1.1,-3%,11%,0%
CCOC(=O)C1=C(C(C)=O)C(c2cccnc2)C(C#N)=C(N)O1 (stereo not given),-7%,-2.8%,0.0%,16,652,12%,1.1,-8%,0%,2%
COc1ccc(CCN2C(=O)CS/C2=N\NC(=O)c2ccc(C(C)(C)C)cc2)cc1OC,0%,-1.1%,1.3%,-1,687,9%,1.1,5%,2%,10%
COc1cccc(NC(=O)c2oc3ccccc3c2NC(=O)c2ccc3c(c2)OCO3)c1,-1%,1.6%,3.8%,.,.,4%,1.1,-1%,-1%,3%
Cc1cccc2c1[nH]c1nc(N/N=C\c3ccco3)nnc12,-6%,-0.8%,.,-10,503,-2%,1.1,3%,-5%,-4%
